LAP4 TOR yeast = modulators of LAP4-GFP expression in yeast, primary screen, S. cerevisiae, multiplex flow cytometry, MLPCN library | 3 h; median GFP as percent of DMSO wells | GFP response vs DMSO, % at 10 µM | 0.34% of 320,000 active;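 active = GFP response vs DMSO above a set limit, about the screen mean plus 3 SD, cut at about 150% in these data; inconclusive = under 70 cell events counted for the yeast strain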
Efflux pump mplx = inhibitors of Candida efflux pumps in yeast, primary screen, S. cerevisiae, Nile Red, multiplex. 0.44% of 330,000 active. inhibition, % at 10 µM. AID 485275, 2010. S. cerevisiae Candida pump triplex;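 active = plate passing quality check with inhibition over a set limit, or well fluorescence over plate mean plus 4 SD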;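 also: Nile Red retained in pooled yeast measured as flow cytometry median fluorescence; 0% = buffer negative control and 100% = Enniatin B positive control; higher means more Nile Red kept so more efflux inhibition; some compounds called inactive have numbers as strong as hits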
CR mimetic SO = reduction of superoxide in aged yeast, primary screen, HTS | superoxide response (% of plate mean), % at 10 µM | 0.18% of 330,000 active | AID 2690, 2010 | S. cerevisiae aged cells, superoxide DHE fluorescence; hits give low values;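 active = superoxide response under a set limit, about three screen SD below normal, cut at about 65% in these data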;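 also: yeast aged for seven days with compound at 30 °C before DHE staining; 100% = average MFI of all compound-treated wells on the plate with controls excluded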
CIT2-GFP yeast = modulators of CIT2-GFP expression in yeast, primary screen, S. cerevisiae, GFP fusion, multiplex flow cytometry, MLPCN library; S. cerevisiae CIT2-GFP strain, 3 h; 100 means same as DMSO wells; 0.065% of 320,000 active; GFP response vs DMSO, % at 10 µM;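 active = GFP response relative to DMSO above a set limit, near the screen mean plus 3 SD, cut at about 150% in these data; inconclusive = Fewer than 70 cells measured for a yeast strain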;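 also: ratio of well median GFP fluorescence to mean of DMSO wells on the plate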
MEP2-GFP yeast = modulators of MEP2-GFP levels in yeast, primary screen, S. cerevisiae, multiplex flow cytometry, MLPCN library. S. cerevisiae MEP2-GFP strain, 3 h; 100% = DMSO control level. GFP response vs DMSO, % at 10 µM. 0.51% of 330,000 active;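 active = GFP response versus DMSO above a set limit, roughly screen mean plus 3 SD, cut at about 180% in these data; inconclusive = fewer than 70 cells counted for a yeast strain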;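 also: median GFP fluorescence of the barcode-gated MEP2-GFP cells per well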
RPL19A TOR yeast = RPL19A-GFP expression modulators in yeast, primary screen, cell-based, S. cerevisiae, multiplex flow cytometry, MLPCN. S. cerevisiae RPL19A-GFP strain, 3 h; hits give low values. percent response vs DMSO, % at 10 µM. 0.3% of 330,000 active. AID 2025, 2009;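 active = percent response vs DMSO below 50%; inconclusive = fewer than 70 events counted for the yeast strain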;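 also: median channel GFP fluorescence of the barcoded RPL19A-GFP strain; ratio of sample median GFP to plate DMSO average so 100% = DMSO; lower means less RPL19A-GFP as with rapamycin TOR inhibition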
AHR act = AHR activators, primary screen, cell-based, luminescence, luciferase reporter, human. Aryl hydrocarbon receptor (Homo sapiens), P35869. AID 2796, 2010. AHR-responsive luciferase reporter cells. activation, % at 5 µM. 2.5% of 320,000 active; in the data active = activation above about 47%;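 also: 0% = vehicle wells and 100% = reference agonist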
Target sequence (P35869 whole entry, looked up): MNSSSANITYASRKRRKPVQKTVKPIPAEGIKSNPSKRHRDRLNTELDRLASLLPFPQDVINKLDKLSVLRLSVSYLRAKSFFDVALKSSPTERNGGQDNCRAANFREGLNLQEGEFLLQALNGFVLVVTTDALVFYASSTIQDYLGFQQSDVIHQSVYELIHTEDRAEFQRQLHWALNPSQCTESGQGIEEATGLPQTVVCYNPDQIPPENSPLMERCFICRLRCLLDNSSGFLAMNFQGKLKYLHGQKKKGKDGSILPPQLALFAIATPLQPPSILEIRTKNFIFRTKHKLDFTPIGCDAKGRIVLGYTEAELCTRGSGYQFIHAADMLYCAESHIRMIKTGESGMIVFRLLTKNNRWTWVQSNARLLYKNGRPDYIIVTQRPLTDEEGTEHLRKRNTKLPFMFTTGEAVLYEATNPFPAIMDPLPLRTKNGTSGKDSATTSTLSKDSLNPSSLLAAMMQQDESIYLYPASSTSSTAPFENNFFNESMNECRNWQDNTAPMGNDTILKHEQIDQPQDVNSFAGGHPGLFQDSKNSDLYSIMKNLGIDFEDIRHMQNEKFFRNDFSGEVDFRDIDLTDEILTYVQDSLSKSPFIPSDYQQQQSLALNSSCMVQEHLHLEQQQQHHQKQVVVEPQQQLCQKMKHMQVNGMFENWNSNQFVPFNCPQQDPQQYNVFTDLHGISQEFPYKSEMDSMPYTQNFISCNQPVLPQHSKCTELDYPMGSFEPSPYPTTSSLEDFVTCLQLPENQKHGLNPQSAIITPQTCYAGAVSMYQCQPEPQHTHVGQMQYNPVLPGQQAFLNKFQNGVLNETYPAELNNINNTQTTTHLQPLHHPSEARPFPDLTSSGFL
AGP1 TOR yeast = modulators of AGP1-GFP expression in yeast TOR pathway, primary screen, cell-based, multiplex flow cytometry, S. cerevisiae, MLPCN library. 3 h; GFP as percent of DMSO wells. GFP response vs DMSO, % at 10 µM. 0.02% of 320,000 active. AID 2066, 2009;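 active = GFP response relative to DMSO above a set limit, near screen average plus 3 SD, cut at about 150% in these data; inconclusive = fewer than 70 cells counted for the yeast strain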;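 also: median GFP channel fluorescence of the gated AGP1 strain per well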
Starred values were filed as active, the others as inactive; ? = inconclusive; nt = no result given.

SMILES	LAP4 TOR yeast	Efflux pump mplx	CR mimetic SO	CIT2-GFP yeast	MEP2-GFP yeast	RPL19A TOR yeast	AHR act	AGP1 TOR yeast
CC(=O)c1ccn(S(=O)(=O)c2ccc(Cl)cc2)c1	111	-0.1	100	100	106	105	1	107
CC(Oc1ccc2ccc(=O)oc2c1)C(=O)NCC1CCC(C(=O)O)CC1 (configuration not stated)	101	0.1	109	98	99	100	-1	102
COc1ccccc1CNC(=O)c1cc(-c2ccccc2)n(Cc2cc(C)no2)n1	126	-0.1	108	90	83	92	3	82
CC1CCN(C(=O)CSc2nnc(-c3cccnc3)n2C2CCCCC2)CC1	105	-0.1	89	109	103	104	-1	108
COc1cc(Br)c(-c2sc(Nc3ccccc3)n[n+]2-c2ccc(F)cc2)cc1OC	101	-0.1	95	68	89	95	18	78
Cc1nnc(SCCN2C(=O)c3ccccc3C2=O)[nH]c1=O	110	-0.2	103	92	97	96	0	99
O=C(CN1CCN(S(=O)(=O)N2CCCCC2)CC1)Nc1cc(Cl)cc(Cl)c1	96	0.0	106	104	102	104	2	101
COc1ccc(CC2CC(=O)N(c3ccc(C)cc3)C2=O)cc1 (configuration not stated)	97	-0.1	103	97	108	102	-1	100
O=C(NNc1c2ccccc2nc2ccccc12)C(O)c1ccccc1 (configuration not stated)	94	-0.1	106	94	100	96	13	26
CCN1CCN(c2ccc(S(=O)(=O)N3CCCCC3)cc2NC(=O)/C=C/c2cc(OC)ccc2OC)CC1	106	-0.5	107	103	104	100	6	101
Cc1c(NC(=O)c2cccc(NS(C)(=O)=O)c2)c(=O)n(-c2ccccc2)n1C	102	0.1	92	102	101	99	-1	103
CCOCCCN1C(=O)C(O)=C(C(C)=O)C1c1cccs1 (configuration not stated)	105	-0.2	114	104	114	103	-1	105
O=c1c2oc3ccccc3c2ncn1Cc1ccc(F)cc1	110	-0.1	106	90	97	100	0	102
S=c1[nH]nc(CSCCOc2ccccc2)o1	101	0.1	106	89	88	94	2	91
CCOC(=O)C1CCN(Cc2cnc(NC(=O)OC)s2)CC1	102	-0.1	99	96	125	95	0	88
O=C(Cc1ccc(F)cc1)Oc1ccc(C(=S)N2CCCC2)cc1	91	0.1	96	99	106	105	-1	106
CC(C)(C)c1ccc(/C=N/NC(=S)NC2CCCCC2)cc1	97	-0.1	111	109	111	114	32	111
COc1ccc(CCN2C(=O)CSC2c2ccc(OC)c(OC)c2)cc1OC (configuration not stated)	81	0.0	86	117	108	111	4	113
COC(=O)C1=C(C)N(C2CCCC2)C(=O)C1(NC(C)=O)C(F)(F)F (configuration not stated)	104	-0.1	97	99	103	98	1	99
O=c1oc(-c2ccc([N+](=O)[O-])cc2)nc2ccccc12	105	-0.1	88	85	90	101	4	100
O=C(Nc1ccccn1)C12CC3CC(C1)CC(C(=O)Nc1ccccn1)(C3)C2	92	0.0	115	91	94	94	0	97
O=C(O)CSc1nnc(COc2cccc3ccccc23)n1Cc1ccccc1	98	0.1	103	96	95	96	0	98
C/C(=N\NC(=O)Cc1c(C)[nH][nH]c1=O)c1cccc(Br)c1	104	0.1	88	97	97	98	0	102
COc1ccc(C(CCN2CCN(c3ccccc3)CC2)c2c(O)cc(OC)cc2OC)cc1 (configuration not stated)	104	0.0	103	105	114	108	0	111
CCOc1ccc(NC(=O)CCn2ccnc2)cc1	99	0.1	104	103	117	106	10	97
O=C(Cc1ccccc1)NCC1CCCO1 (configuration not stated)	100	0.0	88	99	101	97	-2	100
CS(=O)(=O)c1ccc(N2CCN(c3ccccn3)CC2)c([N+](=O)[O-])c1	108	0.1	90	104	99	99	-1	100
C#CCOCCOCCOCCNc1nc(N2CCN(C(=O)[C@H](CCC(=O)O)n3cc(C(N)[C@H](C)CC)nn3)CC2)nc(N2CCN(C(=O)[C@H](Cc3ccc(O)cc3)n3cc(C(N)[C@H](C)CC)nn3)CC2)n1 (some centres not stated)	94	-0.1	100	97	102	100	3	98
CC(C)C(C)NC(=O)COn1nnc2ccc(S(=O)(=O)N3CCOCC3)cc21 (configuration not stated)	98	0.0	91	95	97	99	0	94
COc1cc2[nH]c(=O)c(C(=O)NCCCN3CCOCC3)c(O)c2cc1OC	102	0.0	92	105	98	103	1	110

Ordered by number of heavy atoms (lowest first): part of the list above
SMILES	LAP4 TOR yeast	Efflux pump mplx	CR mimetic SO	CIT2-GFP yeast	MEP2-GFP yeast	RPL19A TOR yeast	AHR act	AGP1 TOR yeast
C/C(=N\NC(=O)Cc1c(C)[nH][nH]c1=O)c1cccc(Br)c1	104	0.1	88	97	97	98	0	102
COC(=O)C1=C(C)N(C2CCCC2)C(=O)C1(NC(C)=O)C(F)(F)F (configuration not stated)	104	-0.1	97	99	103	98	1	99
COc1ccc(CCN2C(=O)CSC2c2ccc(OC)c(OC)c2)cc1OC (configuration not stated)	81	0.0	86	117	108	111	4	113
O=C(O)CSc1nnc(COc2cccc3ccccc23)n1Cc1ccccc1	98	0.1	103	96	95	96	0	98

The list goes on.
SMILES	LAP4 TOR yeast	Efflux pump mplx	CR mimetic SO	CIT2-GFP yeast	MEP2-GFP yeast	RPL19A TOR yeast	AHR act	AGP1 TOR yeast
COc1cccc(CNc2nc3ccccc3n2C)c1O	95	-0.1	99	106	110	98	17	101
Cc1csc(NC(=O)Cc2coc3cc(C)c(C(C)C)cc23)n1	106	0.0	101	91	103	95	2	93
COc1ccc(OC)c(/C=C/C(=O)OCC(=O)Nc2cccc(C(C)=O)c2)c1	91	-0.1	96	93	103	98	6	90
Cc1cccc(C(C(=O)NC2CCCCC2)N(Cc2cccnc2)C(=O)c2csnn2)c1 (configuration not stated)	100	0.0	86	100	108	99	-2	101
Nc1nonc1C(=O)N/N=C\c1cc2c(cc1Cl)OCO2	71	0.1	105	99	103	115	nt	98
COc1ccc(NCc2cc(=O)oc3cc(NC(C)=O)ccc23)cc1	89	-2.6	96	105	97	97	8	96
O=c1c2ccccc2c(=O)n2n1Cc1ccccc1C2	107	0.1	107	101	108	101	-4	100
CC(C)c1ccc(Nc2nnc(SCC(=O)c3nnc(-c4ccccc4)o3)s2)cc1	102	0.5	137	79	98	98	5	94
COC(=O)[C@@H]1C[C@@]2(Br)c3ccccc3N(S(=O)(=O)c3ccccc3)[C@H]2N1C(=O)OC	107	-0.1	101	91	99	109	4	92
COc1ccc(-c2cc(C(F)F)n3ncc(C(=O)N4CCSCC4)c3n2)cc1	105	-0.1	97	109	111	104	0	106
Cc1ccc(N(CC(=O)NC2CC2)S(=O)(=O)c2ccccc2)c(C)c1	96	0.5	113	94	92	83	-3	93
Cn1c2c(c3cc([N+](=O)[O-])ccc31)CCCC2	97	0.0	93	96	98	95	-4	96
O=C(CSc1ccc(-c2ccco2)nn1)NC1CCCC1	97	0.0	93	95	96	97	0	97
c1ccc(C[C@H]2CN=C(Nc3ccccc3)N2CC2CCCCC2)cc1	96	0.0	99	92	97	94	0	95
CCN(CC)S(=O)(=O)c1ccc(C(=O)NCC2(N3CCOCC3)CCCCC2)cc1	98	-0.4	102	99	102	101	0	104
COc1cc2c3c(c1)c(N=NC(N)=S)c(O)n3C(C)(C)C=C2C	105	-0.2	86	108	106	103	7	109
Cc1ccc(CSc2nc3ccncc3[nH]2)cc1	92	0.0	73	97	96	96	6	96
CCOC(=O)C(NCCCCl)c1ccccc1 (configuration not stated)	93	0.0	101	100	92	93	1	93
CN(CCC1CCOCC1)C(=O)CC1C(=O)NCCN1Cc1ccoc1 (configuration not stated)	101	0.1	100	95	96	96	0	102
NC(=O)CSc1nnc(-c2ccc(S(=O)(=O)N3CCCC3)cc2)o1	97	-0.4	103	105	107	99	1	107
Cc1noc(C)c1C(=O)N1CCCc2ccccc21	98	-0.1	118	105	109	105	2	114
O=C(C1Cc2ccccc2CN1S(=O)(=O)c1cccs1)N1CCCCC1 (configuration not stated)	88	0.0	99	96	98	99	-1	98
O=c1c(-c2ccnn2-c2cccc(Cl)c2)cnc2n1CCS2	77	0.1	105	81	72	82	22	82
Cc1ccc2oc(=O)c3cnn(CC(=O)NCCC(C)C)c3c2c1	103	-0.1	81	120	106	98	0	103
O=C(COc1ccc(Br)cc1)NCc1ccccn1	97	-0.1	111	103	100	97	33	93
COc1ccc(NC(=O)CSCC(=O)N2CCCc3ccccc32)cc1	106	0.0	96	96	104	100	31	106
Cc1ccc(C)c(NC(=S)NCC(c2cccnc2)N2CCOCC2)c1 (configuration not stated)	106	0.1	97	109	100	107	3	105
O=C(O)c1ccccc1NS(=O)(=O)c1ccc(NN=Cc2ccc(F)cc2)c([N+](=O)[O-])c1	90	-0.1	104	102	95	98	0	100
N#C/C(=C\c1c(N2CCC(C(N)=O)CC2)nc2ccccn2c1=O)C(=O)NC1CCCCC1	99	0.1	89	104	105	100	1	100
Cn1c(N)c(S(=O)(=O)N2CCN(c3ccccc3)CC2)c(=O)n(C)c1=O	95	-0.1	98	111	109	113	1	108
O=C(CN(Cc1ccccc1Cl)C(=O)CCC(=O)Nc1nccs1)NCC1CCCO1 (configuration not stated)	94	0.1	106	94	92	98	0	97
COc1ccc(Br)cc1CN(C)CC(=O)Nc1c(Cl)cccc1Cl	116	0.4	104	89	103	91	0	99
O=c1cc(C(F)(F)F)[nH]c(=O)n1C1CCCCC1	119	0.0	74	88	96	93	0	99
COc1ccccc1N1CCN(C(=O)COc2ccc(Cl)cc2)CC1	103	0.4	91	85	97	93	-1	92
Cc1ccc(C2C(=O)N(C3CCCC3)CC(=O)N2C2CCCCC2)cc1 (configuration not stated)	95	0.1	84	100	99	95	-1	100
COc1ccc(N2CCN(Cc3cc(=O)oc4cc5c(cc34)CCCC5)CC2)cc1	109	0.1	104	95	102	97	2	104
CCc1c(O)nc(SCC(=O)N2CCCCC2)n(-c2ccccc2C)c1=O	109	0.0	84	100	108	106	0	108
COC(=O)C1=C(C)N(C(C)c2ccccc2)C(=O)/C1=C\c1ccco1 (configuration not stated)	96	0.0	105	98	93	97	1	97
COc1ccc(CCNS(=O)(=O)c2ccc(S(=O)(=O)N3CCCC3)cc2)cc1OC	99	0.0	117	104	102	96	-1	94
CCn1c(C)nc2cc(OC)ccc21	99	0.1	110	91	98	94	2	96
CC(C(=O)NC1=NCCS1)(C(F)(F)F)C(F)(F)F	100	0.1	100	102	94	104	0	78
CN(O)/C=N/C(=S)Nc1ccc(Cl)cc1Cl	107	0.2	107	79	95	93	1	86
Cc1ccc(S(=O)(=O)/C(C#N)=C/c2c(N3CC(C)OC(C)C3)nc3ccccn3c2=O)cc1 (configuration not stated)	97	0.5	115	92	103	101	0	108
O=C(Nc1cccc2ncccc12)c1ccc2c(c1)OCCO2	100	-0.1	101	96	102	95	6	96
Cc1ccc(NC(=O)COC(=O)/C=C/c2ccccc2)cc1S(=O)(=O)N1CCOCC1	?	-0.1	84	97	?	87	0	?
CN(C(=O)CSc1nnc(Nc2ccccc2F)s1)C1CCS(=O)(=O)C1 (configuration not stated)	92	0.0	87	91	93	94	0	97
c1ccc(Nc2nc(N3CCCC3)nc(N3CCCC3)n2)cc1	108	-0.2	81	111	107	106	7	104
Cc1ccccc1C(=O)NCCn1cc(SCC(=O)NCC2CCCO2)c2ccccc21 (configuration not stated)	105	0.0	119	95	99	96	-1	100
CC(NC(=O)Cc1cccc(C(F)(F)F)c1)c1ccc(F)cc1 (configuration not stated)	106	-0.2	95	105	108	98	0	106

High-throughput results as filed in PubChem BioAssay.
